High-throughput results deposited in PubChem BioAssay by several laboratories.
CHOP inhibitor: inhibitors of CHOP induction in ER stress response; 3.8% of 220,000 active; CHO-K1 CHOP-promoter luciferase, tunicamycin-induced, 15-18 h; inhibition, % at 10 µM;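 active = compounds that reduced the stress-induced luciferase reporter signal by more than about 70% of percent inhibition, limit read from the data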;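 note: 0% = tunicamycin plus vehicle and 100% = wells without tunicamycin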
PPC-1+TRAIL kill: kills PPC-1 cancer cells in the presence of TRAIL | 0.41% of 220,000 active | PPC-1 cells + TRAIL, ATPLite viability luminescence | cell killing (% activity), % at 4 µM;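 active = cell killing above 50% in the first pass at 4 µM, then a duplicate retest at 5 µM averaging 50% or more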;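 note: plate controls were cells with TRAIL plus DMSO for no effect and medium-only wells lacking cells for full effect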
Runt-SMMHC FRET: blocks binding of human RUNX1 Runt domain to CBFb-SMMHC; Q01196+Q13951; Cerulean-Runt/Venus-CBFb-SMMHC FRET ratio 530/480, 1 h; inhibition, % at 20 µM; 0.74% of 220,000 active;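 active = mean inhibition across duplicate retests at 20 µM reaching about 50%, limit read from the data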;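 note: 0% = DMSO wells and 100% = wells with excess untagged CBFb-SMMHC; inhibitors lower the FRET ratio by blocking Runt binding to CBFb-SMMHC; some results filed as inactive read as strong as hits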
Mdm2 ligase inh: blocks human Mdm2 ubiquitin ligase activity. Q00987. cell-based MDM2 ubiquitination luciferase reporter, 2 h; 0 = plate control, 100 = twice control, blank-subtracted. AID 1230. signal enhancement, % at 5 µM. 0.11% of 210,000 active;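 active = signal enhancement of 30% or more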;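 note: luminescence tracks abundance of the self-degrading MDM2-luciferase fusion protein; higher signal means inhibition of MDM2 E3 ligase activity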
Target sequence (Q00987 whole entry, looked up, the tested form may be a part): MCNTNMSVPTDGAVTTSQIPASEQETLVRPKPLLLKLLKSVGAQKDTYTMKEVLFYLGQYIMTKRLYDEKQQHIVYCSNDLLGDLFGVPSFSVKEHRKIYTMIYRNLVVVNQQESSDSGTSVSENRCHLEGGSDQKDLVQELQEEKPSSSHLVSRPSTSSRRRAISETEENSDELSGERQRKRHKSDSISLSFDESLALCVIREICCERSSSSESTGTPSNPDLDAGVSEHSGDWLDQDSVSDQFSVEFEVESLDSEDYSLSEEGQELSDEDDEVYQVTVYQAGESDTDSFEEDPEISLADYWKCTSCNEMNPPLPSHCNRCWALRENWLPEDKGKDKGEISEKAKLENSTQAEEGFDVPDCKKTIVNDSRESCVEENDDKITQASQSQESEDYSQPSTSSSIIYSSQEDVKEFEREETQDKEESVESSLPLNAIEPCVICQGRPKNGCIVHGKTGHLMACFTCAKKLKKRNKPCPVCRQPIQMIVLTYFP
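Assay system: stable mammalian line carrying autodegrading MDM2–luciferase fusion reporter; Input: 2000 cells in each well; Compound dosing: single-point 5 µM; Schedule: 2 h compound exposure at 37 °C; Signal: SteadyLite luciferase luminescence after 15 min room-temperature reagent incubation; Evaluation: % luminescence enhancement versus blank-corrected plate control mean; Benchmarks: plate controls and plate blanks.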
zfTRPN1 agonist: activates the zebrafish TRPN1 channel; activation, % at 3 µM; HEK293 zebrafish TRPN1-YFP, Fluo-8 calcium fluorescence; 100% = response to 87 µM carbachol; 0.18% of 220,000 active;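 active = activation above its plate's cutoff, the mean activation of test wells on that plate plus 3 SD, cut at about 19% in these data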;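 note: 0% = DMSO alone and 100% = 87 µM carbachol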
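Material: zebrafish TRPN1-YFP in HEK293 cells. Doses: one dose of 3 µM, 0.3% DMSO. Incubation: dye 1 h 37 °C plus 30 min RT. Measured by: intracellular calcium fluorescence with Fluo-8.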
EBV gp42 block: blocks Epstein-Barr virus glycoprotein 42 binding; Q1HVG2; Fluorescence polarization binding assay, mP read-out; inhibition, % (tested at 21.74 µM); 0.42% of 220,000 active; AID 1085; in the data active = inhibition above about 50%
TRPML3 agonist: activates the human TRPML3 channel. AID 1448. activation, % at 3 µM. 0.29% of 220,000 active. HEK293 TRPML3-YFP, Fluo-8 calcium fluorescence; 100% = the carbachol control signal. Q8TDD5;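 active = activation above its plate's cutoff, the mean activation of the plate's test wells plus 3 SD, cut at about 12% in these data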;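 note: 0% = DMSO only wells and 100% = carbachol wells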
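Material: TRPML3-YFP stable HEK293 cells | Dosing: One concentration, 3 µM nominal, 0.3% DMSO | Timing: 125 s total fluorescence read per well | Technique: Fluo-8 calcium dye fluorescence, ex 470-495, em 515-575 nm | Measure: Percent activation from peak-to-basal fluorescence ratio, scaled between DMSO and carbachol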
TNF death inh: TNF-alpha cell death inhibition in Jurkat FADD-/- cells; activation (protection from cell death), % at 10 µM; Jurkat FADD-/- TNF necroptosis rescue, ATP luminescence, 24 h; 0 = TNF only, 100 = no-TNF cells; 0.068% of 220,000 active;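 active = activation, meaning protection from cell death, of at least 50% relative to plate controls; inactive = activation below 50%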;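 note: necroptosis triggered by 40 ng/mL TNF-alpha added together with compound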
NCF1 inh: inhibitors of human p47phox binding; P14598; p47phox/p22phox peptide binding, fluorescence polarization, 2 h; inhibition, % at 24.7 µM; 0.53% of 220,000 active; AID 1274;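 active = inhibition above about 30%, limit read from the data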;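 note: 0% = p47phox with labelled peptide and 100% = labelled peptide alone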
Target sequence (P14598 whole entry, looked up): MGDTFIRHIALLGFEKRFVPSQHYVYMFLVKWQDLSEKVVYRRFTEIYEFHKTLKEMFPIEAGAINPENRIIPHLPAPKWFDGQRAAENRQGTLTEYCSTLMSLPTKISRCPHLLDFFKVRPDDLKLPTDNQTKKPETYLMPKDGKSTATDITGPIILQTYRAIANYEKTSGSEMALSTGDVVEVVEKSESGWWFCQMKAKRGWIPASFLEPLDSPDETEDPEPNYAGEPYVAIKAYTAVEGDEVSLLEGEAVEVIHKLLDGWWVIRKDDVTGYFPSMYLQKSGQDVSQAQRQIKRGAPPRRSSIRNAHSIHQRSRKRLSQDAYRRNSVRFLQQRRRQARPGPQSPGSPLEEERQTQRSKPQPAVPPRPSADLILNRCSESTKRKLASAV
An asterisk follows results filed as active; / = no result given; [ ] = remark or other dose.

compound	Mdm2 ligase inh	PPC-1+TRAIL kill	NCF1 inh	TRPML3 agonist	EBV gp42 block	TNF death inh	zfTRPN1 agonist	Runt-SMMHC FRET	CHOP inhibitor
Cc1sc2ncnc(NC3CCN(Cc4ccccc4)CC3)c2c1C	-24	20	-9	4.0	-9	-4.1	5.7	-2	47
c1ccc(CCC2CCCCN2Cc2nc(C3CC3)no2)cc1 (centres undefined)	-1	1	-9	0.6	-14	0.8	-0.3	-1	64
CCOC(=O)C1=NN(C(=O)c2ccc(OC)cc2)C(O)(c2ccc(Cl)cc2)C1 (centres undefined)	3	2	-5	-0.5	-9	-0.4	-0.3	-8	-34
CCc1nccn1CCC(=O)N1CCc2c([nH]c3ccccc23)C1CC(C)C (centres undefined)	-73	6	-17	0.8	-10	4.4	-0.6	0	8
C=C(C)C1Cc2c(C)nn(-c3ccccc3)c2C1 (centres undefined)	-15	4	-9	0.1	-25	-3.1	-0.9	-2	-14
C=CCN(Cc1nc(-c2cc(OC)c3c(c2)OCO3)oc1C)C1CCS(=O)(=O)C1 (centres undefined)	8	-15	4	0.1	1	0.2	-1.0	4	11
Cc1cc(C)cc(OCC(=O)NCC2CCCO2)c1 (centres undefined)	-14	13	3	0.3	-18	0.3	-0.1	-1	73*
C/C(=N\Nc1ccc(F)cc1F)c1ccc(F)cc1	-7	24	-2	-0.1	-29	-0.3	0.6	-3	-3
CCn1c(/C=C/c2ccccc2)nc2ccccc21	-17	66*[5 µM]	-7	-1.5	-1	-13	-3.1	1	13
CCOc1ccccc1NC(=O)C(=O)N/N=C/c1ccc([N+](=O)[O-])cc1	-15	-7	3	0.9	2	0.3	1.1	-4	0
CN1c2ccccc2C(C)(C)C12CC(c1cccc(S(=O)(=O)N3CCCC3)c1)=NO2 (centres undefined)	-2	13	-24	0.7	-33	3.3	-0.8	0	21
CCN1CCc2c(sc(N)c2C#N)C1	-12	14	-57	0.3	-4	-0.8	0.6	110*	8
CCN(CC)S(=O)(=O)c1ccc(NS(=O)(=O)c2ccc(OC)c([N+](=O)[O-])c2)cc1	-15	18	2	-0.1	-11	1.6	-0.9	-2	7
COC(=O)C1C(=O)C2=C(CC1C)NC(C)=C(C(=O)OC1CCCC1)C2c1ccc(N(C)C)cc1 (centres undefined)	13	33	0	-0.2	-3	-7.0	0.8	11	-18
O=C(C1CCCO1)N1CCN(C(=S)Nc2ccc(F)cc2)CC1 (centres undefined)	-3	8	0	1.6	-34	1.5	1.4	-4	24
Cn1c(NC(=O)/C=C/c2ccccc2)cc(=O)n(C)c1=O	-7	8	-9	0.8	-16	-1.8	0.5	1	-15
CCOC(=O)c1ccc(Oc2cc(C)nc(Cl)n2)cc1	-49	3	-9	0.6	-16	2.7	0.7	-3	3
COCCN(C(=S)Nc1cccc(C)c1)C(C)c1cccs1 (centres undefined)	-13	19	-13	1.0	-19	1.1	0.7	-1	39
C=CCn1c(SCC(=O)Nc2cccnc2Cl)nnc1-c1ccc(C(C)(C)C)cc1	-12	5	-21	1.0	-3	3.2	3.3	-4	28
Cc1ccc(COc2ccc(C(=O)NN)cc2)cc1	-9	3	3	0.6	-12	0.9	0.4	2	1
O=C(Cc1sc(-c2ccccc2Cl)nc1-c1ccccc1)Nc1ccccc1	/	16	-8	1.0	-22	-0.9	-0.3	2	60
Cc1c(NC(=O)c2cc(-c3ccco3)on2)c(=O)n(-c2ccccc2)n1C	-13	2	-23	1.4	-16	-3.5	0.2	-13	10
C/C(Cn1cnc([N+](=O)[O-])n1)=N/NC(=O)COc1c(Cl)cc(Cl)cc1Cl	7	16	4	1.0	-2	1.5	-1.2	3	2
CCCCOc1ccc(C(=O)NCC2(c3ccccc3)CCOCC2)cc1	-13	-4	-12	-0.6	-12	-2.2	-1.6	1	25
O=C(Nc1nc2c(s1)CCc1ccccc1-2)c1cccs1	-3	3	4	0.0	-11	-2.1	-0.9	5	49
CC(=O)CCc1oc2ccc(NC(C)=O)cc2c1-c1ccc(C)o1	7	21	-21	0.1	-13	-0.1	0.5	12	-17
CCOC(=O)N1CCN(C(=O)C2CCCN(S(=O)(=O)c3ccc(C)cc3)C2)CC1 (centres undefined)	-12	-22	-1	0.4	7	-1.0	-0.3	-1	8
CCCNC(=O)NC1CCCc2ccccc21 (centres undefined)	-7	2	-15	0.6	-8	-0.4	0.4	0	2
CCOC(=O)c1c(C)[nH]c(C(=O)CN2C(=O)NC(CC)(c3ccccc3)C2=O)c1C (centres undefined)	-24	-4	-24	2.6	-5	-8.9	4.1	-6	14
Cc1ccc(-n2nc3cc(C)c(NC(=O)c4cccnc4)cc3n2)cc1	-13	30[5 µM]	-4	0.4	-8	-0.1	-0.7	5	5
O=C(CN1CCN(CC(=O)Nc2ccccc2Cl)CC1)Nc1ccc2c(c1)OCCO2	-29	22	-13	1.0	-6	-1.8	0.0	6	6
O=C(Cc1ccc(F)cc1)Nc1nnc(SCC(=O)NC2CCCC2)s1	-1	-4	-6	0.9	-3	0.6	1.8	-1	3
COc1ccc(CN(CCN(C)C)Cc2ccccc2)c(OC)c1	-16	16	0	0.6	-14	2.7	1.0	6	9
Cc1cccc(C(=O)N[C@H](C(=O)Nc2cccc(S(=O)(=O)N3CCCC3)c2)C(C)C)c1	/	24	-2	-1.1	-11	0.7	-1.7	0	29
CCOC(=O)c1cc(S(=O)(=O)N2CCN(C(=O)OCC)CC2)cn1C	-6	28	1	0.6	5	-4.7	0.8	0	9
O=[N+]([O-])c1ccc(-c2csc(Nc3ccccc3)[n+]2Cc2ccccc2)cc1	-10	12	-21	0.4	-10	-1.3	-2.5	-9	14
Cc1cc(C)c(C#N)c(N2CCCC2)n1	-17	5	3	0.7	-10	-2.3	0.5	0	37
CCOC(=O)CN1C(=O)S/C(=C/C=C/c2ccc(N(C)C)cc2)C1=O	/	13	-12	6.3	-56	-0.5	6.1	-27	3
CSc1nsc(SC)c1NC(=O)Nc1ccccn1	0	10	4	-0.6	-18	-0.2	-0.8	-1	19
COc1ccc(NC(=O)CC2C(=O)N(c3ccccc3)C(=O)N2CCc2cccs2)cc1 (centres undefined)	-11	6	-4	-0.6	3	0.6	2.0	-1	3
COc1ccccc1CN1C(=O)CN(C2CCCCCC2)C(=O)C1c1ccc(F)cc1 (centres undefined)	-3	15	-9	4.5	-8	-2.0	-0.9	1	2
O=C(O)C1C2C=CC(C2)C1C(=O)Nc1cccc(C(=O)N2CCCCC2)c1 (centres undefined)	-50	18	-1	0.4	-9	1.0	-1.2	-2	20
Cc1cc(C(C)C)n2c(nc3ccccc32)c1C#N	-4	-12	-11	1.3	-2	-1.6	0.5	8	29
Cn1nc(C(F)(F)F)c(-c2ccc(Br)cc2)c1NC(=O)c1ccco1	-2	13	-12	1.3	-5	-3.2	1.2	-2	16
CC1Cc2nc(SCC(=O)Nc3ccc4c(c3)OCO4)n(Cc3ccccc3)c(=O)c2S1 (centres undefined)	4	4	-31	-0.2	-8	-1.1	-0.9	-5	5
CC(C)=CCN1CCN(Cc2nc(-c3ccccc3)cs2)CC1CCO (centres undefined)	-7	11	1	1.1	-13	2.5	2.3	-1	16
COC(=O)[C@H](C)NC(=O)Nc1cccc(C(F)(F)F)c1	-1	14	2	0.6	0	-0.3	0.0	-3	9
CCn1c(SCC(=O)NCc2ccccc2)nc2ccccc2c1=O	-9	17	-7	-0.9	3	0.0	0.0	2	7
C/C(=N\NC(=O)c1cc(-c2cccc([N+](=O)[O-])c2)n[nH]1)c1ccc(F)cc1	-17	14	3	0.6	-5	1.4	0.6	-4	22
CCc1nccn1-c1cc(C(C)(C)C)nc2c(-c3ccc(Cl)cc3)cnn12	-1	19	-16	0.0	-29	4.4	0.4	-13	15
Cc1cn(S(=O)(=O)c2ccc(Br)c3ccccc23)cn1	3	-17	2	0.6	-3	-0.6	0.8	-3	26
CCn1c(SCC(=O)C(C)(C)C)nnc1-c1cccnc1	-8	30	1	1.3	-24	-1.4	-0.5	-4	-19
Cc1nnc(SCC(=O)Nc2ccccc2)n(N)c1=O	-9	16	-1	0.8	-5	1.5	1.5	3	-9
CCC(=O)n1nc(NCc2ccccc2OC)nc1NCc1ccccc1OC	5	18	2	-0.7	-1	1.0	-1.4	1	76*
Cc1ccc(S(=O)(=O)C2(S(=O)(=O)c3ccc(C)cc3)CC2)cc1	-9	0	1	0.6	3	-0.5	-1.1	4	12

A few values from above.
`CCc1nccn1-c1cc(C(C)(C)C)nc2c(-c3ccc(Cl)cc3)cnn12` in TRPML3 agonist → 0.0
`COc1ccccc1CN1C(=O)CN(C2CCCCCC2)C(=O)C1c1ccc(F)cc1` (centres undefined) in PPC-1+TRAIL kill → 15
`Cc1nnc(SCC(=O)Nc2ccccc2)n(N)c1=O` in NCF1 inh → -1

An unsorted share of the library, and some 5.9% of all compounds hit somewhere here.
